HCT116 bCat-KO: beta-catenin-lacking colon tumor cell growth suppression; HCT116 beta-catenin knockout viability, CellTiter-Glo, 60 h; stronger effect = lower value; viability, % at 10 µM; 140,000 compounds, 1.5% hits;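 active = viability at or under a set limit, the compound median less 4 SD, cut at about 6% in these data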;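 also: 0% = Hyamine 1622 control at 20 µM and 100% = untreated cell control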
E-sel TNF inh: TNF alpha driven E-selectin expression inhibition | HUVEC TNFa-induced E-selectin immunofluorescence, high content | inhibition, % at 2 µM | 120,000 compounds, 0.71% hits | AID 1246;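 active = inhibition above the batch mean plus 3 SD, and confirmed as a hit on visual image review, cut at about 43% in these data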;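 also: 0% = TNF-stimulated DMSO wells and 100% = unstimulated control wells; not every result past the cut was called active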
Yeast lifespan up: extends the lifespan of yeast | AID 775 | S. cerevisiae growth with nicotinamide, OD615; deaD strain in restrictive glucose medium | inhibition of the nicotinamide effect, % at 10 µM | 130,000 compounds, 0.68% hits;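 active = inhibition above a set limit, placed 3 SD over the median of all compounds, cut at about 26% in these data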;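 also: 0% = nicotinamide-treated wells and 100% = cells grown without nicotinamide; some compounds called inactive have numbers as strong as hits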
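System: DeaD-strain S. cerevisiae / Buffer or medium: CSMM-D, restrictive glucose (dextrose) synthetic minimal medium / Probe or stimulus: nicotinamide, 1.5 mM, co-present with compound / Compound: one concentration, 10 µM, DMSO 0.25% / Incubation: 48 h compound exposure at 30 °C, humidified / Technique: optical density (absorbance) at 615 nm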
MRP1 act: activators of MRP-1. H69AR cells + doxorubicin, viability rescue, CellTiter-Glo. viability increase, % at 10 µM. 140,000 compounds, 0.61% hits. AID 799;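 active = viability gain under doxorubicin at or above a set limit, the compound median plus 3 SD, cut at about 4.7% in these data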;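 also: MRP-1 overexpressing cells given doxorubicin 25 µM after compound pretreatment; 18-22 h compound pretreatment then 72 h with doxorubicin before readout; 0% = doxorubicin-only wells and 100% = vehicle-treated cells without doxorubicin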
NPY-Y2 antag: antagonists of human neuropeptide Y receptor Y2. 140,000 compounds, 0.99% hits. NPY-Y2 expressing cells, antagonist mode. AID 793. P49146. inhibition, % at 2.7 µM; in the data active = inhibition above about 17%;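 also: 0% = vehicle with agonist challenge and 100% = reference antagonist with challenge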
Target sequence (P49146 whole entry, looked up): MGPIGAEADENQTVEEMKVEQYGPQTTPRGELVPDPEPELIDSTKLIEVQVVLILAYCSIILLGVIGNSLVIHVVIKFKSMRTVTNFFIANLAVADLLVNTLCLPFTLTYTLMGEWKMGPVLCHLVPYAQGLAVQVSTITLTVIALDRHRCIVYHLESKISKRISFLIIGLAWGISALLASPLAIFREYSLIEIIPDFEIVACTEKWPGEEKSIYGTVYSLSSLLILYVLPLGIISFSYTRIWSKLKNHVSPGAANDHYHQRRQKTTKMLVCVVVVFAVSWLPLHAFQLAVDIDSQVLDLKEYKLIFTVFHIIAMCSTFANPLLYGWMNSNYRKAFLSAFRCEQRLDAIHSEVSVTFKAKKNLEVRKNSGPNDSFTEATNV
GALR2 blocker: GALR2 (human) receptor antagonism; O43603; GALR2-expressing cells, antagonist mode; inhibition, % at 4 µM; 140,000 compounds, 0.39% hits; AID 828; in the data active = inhibition above about 27%;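 also: cells stimulated with galanin 1-16 at roughly its EC80; 0% = agonist challenge control and 100% = basal control without agonist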
Target sequence (O43603 whole entry, looked up): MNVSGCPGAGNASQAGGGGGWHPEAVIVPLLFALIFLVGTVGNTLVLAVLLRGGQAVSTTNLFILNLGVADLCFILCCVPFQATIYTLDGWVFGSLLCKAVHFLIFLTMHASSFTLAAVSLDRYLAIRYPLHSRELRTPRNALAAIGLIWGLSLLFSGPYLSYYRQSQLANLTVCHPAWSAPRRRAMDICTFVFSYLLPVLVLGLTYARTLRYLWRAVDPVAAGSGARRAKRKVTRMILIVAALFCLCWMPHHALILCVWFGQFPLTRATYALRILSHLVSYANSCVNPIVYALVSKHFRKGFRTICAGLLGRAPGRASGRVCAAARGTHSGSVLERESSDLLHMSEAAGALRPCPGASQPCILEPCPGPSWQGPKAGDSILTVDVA
HCT116 PTEN-null: PTEN-deleted cell growth suppression; AID 827; 140,000 compounds, 1.2% hits; viability, % at 10 µM; HCT116 PTEN-null viability, CellTiter-Glo, 60 h; stronger effect = lower value;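 active = viability at or below a set limit, 4 SD under the median of all tested compounds, cut at about 3.7% in these data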;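 also: PTEN knockout HCT116 line with beta catenin targeted HCT116 as companion control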
Measles CPE: protection of cells from measles virus; Measles virus-infected cells, CPE protection, absorbance; protection (pct of control), % at 4 µM; 140,000 compounds, 1.5% hits; AID 841; in the data active = protection mostly above about 24%, no sharp cut-off; inactive = mostly below about 26%; also: some compounds called inactive have numbers as strong as hits
Phagocytosis inh: inhibitors of macrophage phagocytosis. AID 1029. J774A.1 macrophage IgG-bead phagocytosis, imaging. inhibition, % at 5 µM. 110,000 compounds, 0.07% hits;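 active = inhibition above the mean of the plate negative controls plus 5 SD, cut at about 13% in these data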;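 also: phagocytic index as fraction of beads internalized from green versus red external bead signal; plate controls were DMSO negative control for no effect and cytochalasin-D positive control for full effect; some results beyond the cut were filed as inactive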
Yeast growth inh: yeast BB579 growth reduction in restrictive medium | AID 804 | 140,000 compounds, 0.51% hits | inhibition, % at 10 µM | S. cerevisiae BB579 growth, OD615, 48 h;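 active = inhibition above a set limit, 3 SD over the mean compound inhibition, cut at about 44% in these data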; also: inactives centre near -24
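Assay system: S. cerevisiae DeaD strain BB579 yeast. Medium: CSMM-D restrictive synthetic medium containing dextrose (glucose). Times: 4 h cell preincubation, 48 h compound exposure, 30 °C humidified. Signal: OD615 turbidity measurement. Benchmarks: positive control amphotericin B 10 µg/mL.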
Active calls of the source: *; · = no result given. Rows are unselected. About 6.1% of those tested had a hit in this group.

SMILES	HCT116 bCat-KO	E-sel TNF inh	Yeast lifespan up	MRP1 act	NPY-Y2 antag	GALR2 blocker	HCT116 PTEN-null	Measles CPE	Phagocytosis inh	Yeast growth inh
Nn1c(SC/C=C/c2ccccc2)nnc1-c1ccncc1	97.0	21.6	-17.3	-0.5	0.2	5.7	95.9	7.0	-1.4	-41.4
CCN(CC)c1ccc(/C=C2/C(=O)c3ccc(C(=O)O)cc3C2=O)cc1	93.3	11.2	9.3	-0.4	6.7	0.6	102.3	11.3	-4.8	-42.9
COCc1cc(=O)[nH]c(Nc2nc3ccc(C)cc3o2)n1	6.6	13.0	1.2	2.8	-0.4	7.3	5.4	0.7	-1.0	-42.4
COc1nc(Nc2ccc3c(c2)OCO3)nc(OC)n1	99.8	·	-17.7	-2.4	·	·	108.3	2.9	-0.4	-9.0
CC(C)C(=O)Nc1ccc(-c2nc3cccnc3o2)cc1	114.8	83.7*	-17.0	2.5	-1.1	11.2	106.1	4.7	-0.9	-10.1
CN(CC(=O)Nc1ccc(C#N)cc1)CC(=O)Nc1ccc(N2CCOCC2)cc1	87.2	-17.6	0.6	-0.8	0.2	5.7	93.9	13.0	-5.8	-42.3
O=C(Nc1ccc(F)c(F)c1)c1cc(S(=O)(=O)N2CCN(c3ccccn3)CC2)ccc1F	70.9	43.8	-5.1	-2.6	-1.8	-13.5	70.2	3.4	·	-2.5
CCN(CC)C(=O)CSc1nnc([C@@H](N)Cc2ccccc2)o1	82.4	·	·	-0.1	·	·	105.0	5.8	-0.5	-19.9
COCC(=O)Nc1ccccc1C#N	89.7	-16.6	-12.8	0.1	1.7	3.4	105.6	9.8	-0.9	-30.4
Cc1ccc(C2CC(C(F)(F)F)n3nc(C(=O)NCc4ccco4)cc3N2)cc1 (stereo unspecified)	103.4	23.2	0.5	-0.7	3.6	3.2	94.5	10.1	-2.5	-76.3

Three structures from above, sorted by heavy-atom count, lowest first.
SMILES	HCT116 bCat-KO	E-sel TNF inh	Yeast lifespan up	MRP1 act	NPY-Y2 antag	GALR2 blocker	HCT116 PTEN-null	Measles CPE	Phagocytosis inh	Yeast growth inh
CC(C)C(=O)Nc1ccc(-c2nc3cccnc3o2)cc1	114.8	83.7*	-17.0	2.5	-1.1	11.2	106.1	4.7	-0.9	-10.1
CCN(CC)c1ccc(/C=C2/C(=O)c3ccc(C(=O)O)cc3C2=O)cc1	93.3	11.2	9.3	-0.4	6.7	0.6	102.3	11.3	-4.8	-42.9
CN(CC(=O)Nc1ccc(C#N)cc1)CC(=O)Nc1ccc(N2CCOCC2)cc1	87.2	-17.6	0.6	-0.8	0.2	5.7	93.9	13.0	-5.8	-42.3

Other records:
SMILES	HCT116 bCat-KO	E-sel TNF inh	Yeast lifespan up	MRP1 act	NPY-Y2 antag	GALR2 blocker	HCT116 PTEN-null	Measles CPE	Phagocytosis inh	Yeast growth inh
Cc1c(C(=O)O)oc2c1C(O)CCC2 (stereo unspecified)	91.4	·	0.0	-1.9	0.0	10.0	90.4	27.4	-0.5	-18.9
O=C(Nc1cccnc1)c1ccc2c(c1)C(=O)N(Cc1cccnc1)C2=O	80.7	4.7	-0.2	0.1	-0.4	5.6	103.3	4.1	-2.3	-9.5
CC(C)C(=O)Nc1nnc(SCC(=O)NCc2ccco2)s1	85.8	·	-1.9	-1.6	1.6	-25.9	100.1	10.7	-13.8	-17.1
Cc1cccc(C)c1NC(=O)N1C(C(=O)O)CSC1C(=O)O (stereo unspecified)	97.2	13.8	-10.2	-0.3	0.3	11.0	84.3	3.8	0.5	-38.3
CN1CCN(c2ncnc3c2[nH]c2ccc(F)cc23)CC1	83.1	-5.3	-13.2	-0.3	1.3	14.2	84.5	50.4*	-1.3	-16.0
CC(Oc1ccc(Cl)cc1)C(=O)NCCCn1ccnc1 (stereo unspecified)	83.8	16.6	30.4	0.2	1.0	3.0	99.3	19.7	-0.6	1.6
CC(C)CC(COCc1cccc(Cl)c1)N1CCN(C(=O)c2ccc(C(F)(F)F)cc2)CCC1=O (stereo unspecified)	68.0	-33.6	4.8	0.9	12.9	-2.4	59.7	5.1	·	-3.9
CN(CC(=O)Nc1cccc2ccccc12)C(=O)/C=C/c1cccs1	99.5	·	-1.9	-1.0	-0.1	6.0	85.7	·	-7.4	11.4
CC(C)OC(=O)C1C(=O)CC(C)(O)C(C(=O)OC(C)C)C1c1ccc(F)cc1 (stereo unspecified)	86.0	-16.9	-10.8	-1.7	9.4	9.0	86.6	6.4	-0.9	-57.7
C=CCn1c(SC2CCOC2=O)nc2sc(CC)cc2c1=O (stereo unspecified)	103.6	13.4	-8.0	1.8	2.8	-5.7	104.7	4.2	-2.5	4.8
CCCSc1nc(SCC(=O)NCc2ccccc2)c2c3c(sc2n1)COC(C)(C)C3	55.0	-12.3	-10.8	-5.1	1.1	-9.8	48.7	0.9	·	-27.0
COCC(=O)Nc1cc([N+](=O)[O-])ccc1OC	94.5	10.9	-2.1	1.1	5.8	0.1	112.2	2.2	-8.1	-28.6
CC(C)NCCCOc1ccc(Cl)cc1Br	81.5	19.6	-20.1	-4.5	1.6	3.9	77.0	0.7	-2.1	1.1
Cc1c(C(=O)N(C)C)c2ccc(Cl)cc2n1O	93.7	·	6.6	0.2	4.2	5.2	98.5	10.9	-0.7	-54.2
N#CCCN1CCN(S(=O)(=O)c2ccc(S(=O)(=O)N3CCCC3)cc2)CC1	96.9	-7.6	-11.9	0.3	-1.0	-4.5	107.7	13.9	-0.7	-33.5
CCOC(=O)CSc1nc2c(c(=O)[nH]c(=O)n2C)n1CCc1ccccc1	85.9	-11.3	-16.3	-1.4	3.4	-5.3	110.0	4.1	-0.3	-50.3
CC(=C\C(=O)O)/C(=C/c1ccc(C)o1)C(=O)O	93.5	-5.1	-4.3	-0.8	2.1	-7.3	91.4	2.2	-2.2	-22.4
COCCn1cnc2c1c(=O)n(CC(=O)Nc1cc(C)on1)c(=O)n2Cc1ccccc1	102.0	7.5	-2.4	-0.8	0.4	-1.7	101.3	13.3	1.6	-30.0
O=c1/c(=C/c2ccco2)sc2n1CN(c1cccc(Br)c1)CN=2	79.6	-2.4	-10.9	-1.2	1.9	2.4	73.9	5.5	-1.6	-39.1
CN(C)/C=N/c1ncc(C(=O)c2ccc3ccccc3c2)s1	90.0	32.5	-29.4	-4.3	5.1	5.4	88.2	11.3	·	-20.0
COc1ccc(OC)c2sc(NC(=O)CCSc3ccccc3)nc12	75.8	-9.2	-9.5	-2.7	-0.4	-1.5	77.9	3.4	2.7	-2.5
CCOC(=O)C(NC(=O)c1ccc(OC)cc1)(N1CCOCC1)C(F)(F)F (stereo unspecified)	104.3	0.9	-7.2	-0.7	2.2	-6.3	100.9	3.8	-1.0	-15.8
CCC(C)[C@H](NC(=O)CCn1nnc2ccccc2c1=O)C(=O)O (stereo partly specified)	94.5	-1.9	3.4	-1.3	2.4	-2.5	98.3	10.0	-4.0	-55.5
COc1ccccc1C(=O)Nc1nnc(SCC(=O)Nc2ccc3c(c2)oc2ccccc23)s1	21.0	·	-0.1	-3.5	0.8	6.6	35.7	8.8	0.7	-66.3
COc1ccc(C(C)=O)cc1CSc1nc2cc(C(=O)O)ccc2c(=O)n1Cc1ccccc1	66.2	·	6.8	1.3	1.8	9.8	74.4	6.0	-5.7	-42.7
Cc1cc(=O)oc2cc(OCC(=O)N3CCc4ccccc4C3)ccc12	86.4	·	-7.4	-4.0	4.1	-2.1	86.2	3.9	-1.1	-45.5
CCC(NC(=O)Nc1ccc(O)cc1)(C(F)(F)F)C(F)(F)F	96.7	12.2	1.6	-0.7	-2.2	6.0	100.4	8.2	-0.3	-7.4
O=C(NCc1nnc(SCc2ccccc2)n1-c1ccc(F)cc1)C12CC3CC(CC(C3)C1)C2	92.2	7.5	-4.7	-0.3	2.5	-6.2	94.9	1.5	0.2	7.6
COc1ccc(C(=O)NC(=S)NNC(=O)c2ccc(NC(=O)C(C)C)cc2)cc1	28.0	·	33.5*	0.2	2.1	-8.4	26.2	13.7	-2.5	-21.3
CC(C)(C)c1ccc(S(=O)(=O)N2CCSC2)cc1	83.5	15.2	-0.9	0.3	2.7	-1.2	92.0	8.9	-5.1	-8.9
CCCn1nnc(NC(=O)c2ccco2)n1	92.3	·	-13.5	-2.3	1.7	-3.4	94.7	1.9	0.5	-32.1
Cc1cc(C)n(CCSCC(=O)O)n1	92.6	-5.3	-1.4	-1.0	0.9	4.8	92.0	9.7	-1.3	-8.4
O=S(=O)(Nc1ccccc1)c1ccc(Oc2ncc(C(F)(F)F)cc2Cl)cc1	79.5	30.1	-2.7	-1.2	1.5	4.5	86.6	41.2*	-0.6	-74.7
Cc1ccccc1C(=O)NNC(=O)CN1C(=O)c2ccccc2C1=O	92.8	·	3.2	3.1	4.3	11.3	98.9	11.9	-7.6	-4.3
CCCOP(=O)(c1ccccc1)c1ccccc1	86.6	·	-4.5	-0.6	-0.4	-3.4	88.2	18.0	·	-9.4
C/C(=N/NC(=O)C1CC1(c1ccccc1)c1ccccc1)c1ccco1 (stereo unspecified)	86.0	20.4	-0.2	-1.5	1.5	-5.3	76.9	19.4	·	-15.0
CNCCCC1c2ccccc2C=Cc2ccccc21	67.7	·	1.6	-3.8	7.5	-1.3	58.8	5.3	·	-40.9
CC1C/C(=N/NC(=O)c2cccc(F)c2)c2ccc(O)cc2C1 (stereo unspecified)	86.4	-16.2	-11.8	-1.9	-0.1	-0.4	94.2	5.0	0.7	-40.2
COc1cc(/C=N/NC(=O)c2ccc(COc3ccccc3Cl)o2)cc(Br)c1O	96.4	-20.5	4.1	-1.5	2.0	-4.8	111.4	5.2	-4.6	-63.4
COc1ccccc1-n1c(=O)c2c3c(sc2n2c(SC(C)C)nnc12)CCC3	96.8	-55.2	-13.7	-1.2	0.6	-1.9	78.8	·	0.3	-19.7
CCN(CCCNC(=O)c1c(C)cc(=O)oc1C)c1cccc(C)c1	85.3	·	-14.8	-1.0	1.5	-2.2	91.4	8.1	0.6	-66.2
COCCOc1cc(N2C(=O)CSCC2=O)c(Cl)cc1Cl	96.1	-13.3	-14.3	-0.4	-2.0	-1.9	95.6	2.2	·	-29.9
O=C(/C(=N\Nc1ccccc1)Sc1nnnn1-c1ccccc1)c1ccccc1	87.9	·	30.4*	-2.4	6.0	-0.8	89.7	10.9	-6.3	-38.7
CN(C)C(=O)c1cc2cc([N+](=O)[O-])ccc2s1	92.8	12.7	-2.4	-1.6	-1.1	-1.8	102.4	2.6	-1.8	-6.6
CON/C=C(\C=Nc1ccc(Cl)cc1Cl)c1ncc(C(F)(F)F)cc1Cl	52.6	-8.2	-4.3	-1.6	1.3	9.8	54.3	9.6	0.1	-63.8
O=C1N=C2SCCN2/C1=C\c1c(Cl)cccc1Cl	87.5	-13.6	1.7	-1.1	3.2	4.2	96.6	8.3	5.2	-20.4
